High-throughput results (PubChem BioAssay)
DT40 TDP1 no CPT: qHTS for Inhibitors of human tyrosyl-DNA phosphodiesterase 1 (TDP1): qHTS in cells in absence of CPT | DT40 Tdp1-/- hTDP1 cells, no CPT, ATP luminescence, 48 h | Potency, µM (doses to about 46.2 µM), inactives show at the top dose activity change, negative = growth inhibition, hits mostly inhibitors | 420,000 tested, 15% active; further: nearly all actives have a fitted effect of over 55% in size
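Camptothecin absent (DMSO only). Human TDP1-complemented DT40 knockout cells, 400 cells/well, 37 °C for minimum 48 hr; ATP measured via CellTiter-Glo, 30 min dark incubation, luminescence.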
N370S GC: qHTS Assay for Inhibitors and Activators of N370S glucocerebrosidase as a Potential Chaperone Treatment of Gaucher Disease. N370S GC spleen homogenate, 4MU-glucoside fluorescence. Potency, µM (series often up to 59.4 µM), for inactives: at the top dose activity change, negative = inhibition, usual class: inhibitors. 330,000 tested, 0.092% active. AID 2101, 2009;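 further: 0% = full enzyme activity and -100% = no enzyme basal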
TDP1 block: qHTS Assay for Inhibitors of Tyrosyl-DNA Phosphodiesterase (TDP1) | Tyrosyl-DNA phosphodiesterase 1 (Homo sapiens), Q9NUW8 | recombinant TDP1, AlphaScreen DNA substrate cleavage | Potency, µM (highest dose often 130 µM), inactives show top-dose activity change, negative = inhibition, usual class: inhibitors | 350,000 tested, 0.28% active | AID 485290, 2010; further: nearly all actives have a fitted effect of over 40% in size
Target sequence (Q9NUW8 whole entry, looked up): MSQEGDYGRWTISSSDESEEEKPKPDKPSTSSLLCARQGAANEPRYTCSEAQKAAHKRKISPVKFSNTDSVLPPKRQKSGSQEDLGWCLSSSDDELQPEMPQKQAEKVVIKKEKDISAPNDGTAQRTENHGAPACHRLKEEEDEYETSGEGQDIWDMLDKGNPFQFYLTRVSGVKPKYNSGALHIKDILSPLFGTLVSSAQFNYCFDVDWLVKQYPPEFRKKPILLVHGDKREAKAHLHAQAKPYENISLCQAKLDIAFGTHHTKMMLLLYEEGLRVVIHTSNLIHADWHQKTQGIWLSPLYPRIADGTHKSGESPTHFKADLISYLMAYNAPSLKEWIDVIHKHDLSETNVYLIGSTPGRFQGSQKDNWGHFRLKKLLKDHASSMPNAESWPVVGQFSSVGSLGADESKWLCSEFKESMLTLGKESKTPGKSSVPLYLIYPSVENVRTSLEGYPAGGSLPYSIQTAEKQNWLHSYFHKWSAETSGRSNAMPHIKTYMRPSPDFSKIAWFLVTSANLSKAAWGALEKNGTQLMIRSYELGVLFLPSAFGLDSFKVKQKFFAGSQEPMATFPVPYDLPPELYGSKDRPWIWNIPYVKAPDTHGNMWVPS
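E. coli-derived human Tdp1, 1 nM final. Cpd preinc 15 min RT; substrate 15 nM final, 5 min RT; AS bead mix 10 ug/ml final, 10 min RT. Signal loss = tyrosine-FITC cleavage. No-enzyme wells = max signal.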
Active calls of the source: *; [ ] = another dose, or the depositor's remark. The call rests on the fitted dose curve; in most records, active means well fitted curve in the direction sought with a large enough effect; inconclusive means small, poorly fitted or top-dose-only effect, or another doubt; inactive means no such curve, though single readings can be large; an effect the other way counts as inactive or inconclusive. Unless noted, on the % scale 0 is the no-effect control and ±100 the full control effect; potency means the concentration at half of the fitted maximal effect.

`CCN1C(=O)[C@H]2[C@H]3[C@H](O)[C@H](O)C/C(=N/O[C@@H]4O[C@@H](COC(C)=O)[C@@H](OC(C)=O)[C@@H](OC(C)=O)[C@H]4OC(C)=O)[C@H]3CC[C@@H]2C1=O` gave N370S GC 5%[12.8 µM] and TDP1 block 7%[21 µM].
`Cc1ccc2cc(CN(CCN3CCCC3)C(=O)Nc3ccc(F)cc3)c(=O)[nH]c2c1C` gave DT40 TDP1 no CPT 18µM*, N370S GC -5% and TDP1 block 0%.
Screening OCC1(CCc2ccccc2)CCCN(C/C=C/c2ccccc2)C1 (configuration not stated) returned DT40 TDP1 no CPT inconclusive and N370S GC -28%.
Cc1ccc(C)c(N2N=C(C(=O)NCCN3C(=O)S/C(=C\c4cccnc4)C3=O)CCC2=O)c1 was read as DT40 TDP1 no CPT inconclusive, N370S GC 0% and TDP1 block 6%.
`CC1=CN2C(=N)/C(=C/c3ccco3)C(=O)N=C2S1` gave DT40 TDP1 no CPT -16%, N370S GC -7% and TDP1 block 0%.
For Cn1c(N)c(C(=O)COC(=O)CCc2nc3ccccc3s2)c(=O)n(C)c1=O the results were DT40 TDP1 no CPT -18%, N370S GC 5% and TDP1 block 5%.
`CC(=O)OC1CC(O)C(C)(C)C2CC(OC(C)=O)[C@]3(C)C(CC[C@@]4(C)C(c5ccoc5)OC(=O)C5OC534)[C@]12C` (some centres not stated) gave DT40 TDP1 no CPT 10%, N370S GC 6% and TDP1 block 14%[56.1 µM].
`CCn1c(=N)c(C(=O)OC)cc2c(=O)n3ccccc3nc21` gave N370S GC 5%[2.35 µM] and TDP1 block 4%.
For N=c1c2c(ncn1Cc1ccco1)Oc1c(ccc3ccccc13)C2c1ccccc1 (configuration not stated) the results were DT40 TDP1 no CPT inconclusive, N370S GC inconclusive and TDP1 block 7%.
For Cc1ccc(F)c(NC(=O)/C(C#N)=C(\O)c2ccc(C(C)(C)C)cc2)c1 the results were DT40 TDP1 no CPT inconclusive, N370S GC inconclusive and TDP1 block 4%.
CCCCN(CC)CCNC(=O)CCn1cnc2onc(-c3ccc(F)cc3)c2c1=O was read as DT40 TDP1 no CPT 23µM* and TDP1 block 0%.
C/C(=N\NC(=O)C(N)=O)c1cccc([N+](=O)[O-])c1 was read as DT40 TDP1 no CPT 4%, N370S GC -17% and TDP1 block -8%.
`COc1ccccc1NC(=O)Cn1nc(-c2ccc3c(c2)OCCO3)ccc1=O` gave DT40 TDP1 no CPT -3%, N370S GC 4% and TDP1 block 3%.
COc1ccc(Cn2c(=S)[nH]c3cc(C(=O)N4CCCCC4)ccc3c2=O)cc1 was read as DT40 TDP1 no CPT inconclusive and N370S GC -13%.
`O=C(NC1CCCC1)c1cnn2c(C(F)(F)F)cc(-c3ccco3)nc12` gave DT40 TDP1 no CPT inconclusive, N370S GC inconclusive and TDP1 block -2%.
Clc1ccc2c(N/N=C/c3cccc(Br)c3)ccnc2c1 was read as DT40 TDP1 no CPT 16µM*, N370S GC -27% and TDP1 block -2%.
`O=c1c2ccccc2c(-c2ccc(O)cc2)nn1-c1cccc(C(F)(F)F)c1` gave DT40 TDP1 no CPT 15µM*, N370S GC -3% and TDP1 block -2%.
Screening O=C(CCN1C(=O)/C(=C/c2ccccc2Cl)SC1=S)NC1=NCCS1 returned DT40 TDP1 no CPT inconclusive, N370S GC 9% and TDP1 block 9%.
`COc1ccc(N(C)C(=O)c2cn(CC(C)C)c(=O)c3cc(OC)c(OC)cc23)c(OC)c1` gave DT40 TDP1 no CPT -26% and N370S GC -10%.
Screening CCCn1c(N)c(C(=O)COC(=O)CNC(=O)c2ccc(C)c(C)c2)c(=O)n(C)c1=O returned DT40 TDP1 no CPT -14% and TDP1 block 1%[56.1 µM].
For O=C(NCC1CCCO1)c1cccc2c1C(=O)c1ccc(N3CCC(Cc4ccccc4)CC3)cc1S2(=O)=O (configuration not stated) the results were DT40 TDP1 no CPT 21µM* and TDP1 block 0%.
Screening O=C(CCN1C(=O)[C@@H]2Cc3ccccc3CN2C1=O)N[C@H](Cc1ccccc1)C(=O)O returned DT40 TDP1 no CPT -1% and N370S GC -5%.
Cc1ccc[n+](-c2nc([O-])sc2C=O)c1 was read as DT40 TDP1 no CPT 1%, N370S GC -8% and TDP1 block 28µM*.
Screening CCCCN(CC)CCNC(=O)c1cc2c(=O)oc3ccc(C)cc3c2s1 returned DT40 TDP1 no CPT inconclusive and TDP1 block 1%.

Arranged by molecular weight (low to high): part of the list above
Clc1ccc2c(N/N=C/c3cccc(Br)c3)ccnc2c1 was read as DT40 TDP1 no CPT 16µM*, N370S GC -27% and TDP1 block -2%.
COc1ccc(Cn2c(=S)[nH]c3cc(C(=O)N4CCCCC4)ccc3c2=O)cc1 was read as DT40 TDP1 no CPT inconclusive and N370S GC -13%.
Screening O=C(CCN1C(=O)/C(=C/c2ccccc2Cl)SC1=S)NC1=NCCS1 returned DT40 TDP1 no CPT inconclusive, N370S GC 9% and TDP1 block 9%.
CCCCN(CC)CCNC(=O)CCn1cnc2onc(-c3ccc(F)cc3)c2c1=O was read as DT40 TDP1 no CPT 23µM* and TDP1 block 0%.

Later entries:
For CC(C)(C)OC(=O)NCCC(=O)Oc1ccc2ccc(=O)oc2c1 the results were DT40 TDP1 no CPT inconclusive, N370S GC inconclusive and TDP1 block 2%.
Cc1nc(SCC(=O)Nc2cccc(Cl)c2)n[nH]1 was read as DT40 TDP1 no CPT -10%, N370S GC 0% and TDP1 block 3%.
Screening CCc1ccc(C(=O)Nn2cnc3ccccc3c2=O)cc1 returned DT40 TDP1 no CPT -21% and N370S GC -5%.
For CC1CCN(c2nc3ccc(C(=O)NCCc4ccc(S(N)(=O)=O)cc4)cc3s2)CC1 the results were DT40 TDP1 no CPT -9% and TDP1 block 8%.
Screening O=C(Nc1ccccc1F)C1CC1c1ccccc1 (configuration not stated) returned DT40 TDP1 no CPT 6%, N370S GC 8% and TDP1 block -3%.
For Cc1ccccc1Nc1n[nH]c(C)c1[N+](=O)[O-] the results were DT40 TDP1 no CPT 1%, N370S GC 3% and TDP1 block 2%.
CCOC(=O)N1CCN(C(=S)Nc2cccc(C)c2C)CC1 was read as DT40 TDP1 no CPT -13%, N370S GC 2% and TDP1 block -5%.
For Cn1cc(CN2CCc3c([nH]c4ccccc34)C2C(C)(C)C)cn1 (configuration not stated) the results were DT40 TDP1 no CPT inconclusive and N370S GC 8%.
COc1ccc(-n2cc(-c3ccccc3)[nH]c2=S)c(OC)c1 was read as DT40 TDP1 no CPT 5.8µM* and N370S GC -5%.
Cc1nc(CC(=O)Nc2cc(Cl)ccc2C)cs1 was read as DT40 TDP1 no CPT -5% and TDP1 block 5%.
O=C(Cn1c(=O)n(-c2ccccc2Cl)c(=O)c2sc3ccccc3c21)NC1CCCC1 was read as DT40 TDP1 no CPT -2% and TDP1 block 4%.
Screening CC(C)(C)c1ccc(C(=O)NCC(c2ccco2)S(=O)(=O)c2ccccc2)cc1 (configuration not stated) returned DT40 TDP1 no CPT 23µM* and TDP1 block 3%.

Of the compounds above, 2 contain a nitro group on carbon.
C/C(=N\NC(=O)C(N)=O)c1cccc([N+](=O)[O-])c1 was read as DT40 TDP1 no CPT 4%, N370S GC -17% and TDP1 block -8%.
For Cc1ccccc1Nc1n[nH]c(C)c1[N+](=O)[O-] the results were DT40 TDP1 no CPT 1%, N370S GC 3% and TDP1 block 2%.

(continued)
For Cn1c(Cl)c(C(=O)Nc2ccc(Cl)cc2)c2ccccc21 the results were DT40 TDP1 no CPT 16µM*, N370S GC 7% and TDP1 block 2%.
`CCN(C(=O)COC(=O)/C=C/c1ccc(F)cc1)C1CCCCC1` gave DT40 TDP1 no CPT inconclusive and TDP1 block 0%.
COC(=O)c1ccc(NC(=O)C(=O)NCCc2csc(-c3ccc(C(F)(F)F)cc3)n2)cc1 was read as DT40 TDP1 no CPT -3% and TDP1 block -4%.
For O=C(CCCc1cccs1)Nc1nc(-c2ccc(F)cc2)cs1 the results were DT40 TDP1 no CPT 8.2µM*, N370S GC 0% and TDP1 block 2%.
For CS(=O)(=O)c1ccc(C(=O)NCC2(N3CCOCC3)CCCCC2)cc1 the results were DT40 TDP1 no CPT -15% and TDP1 block 0%.
O=C(NCCN1CCOCC1)c1ccncc1 was read as DT40 TDP1 no CPT 1%, N370S GC -10% and TDP1 block 10%.
For CCOC(=O)C1=C(CNCc2ccccc2)NC(=O)NC1c1ccc(C)cc1 (configuration not stated) the results were DT40 TDP1 no CPT inconclusive and TDP1 block 7%.
For COc1ccc(C(=O)N2CCCCC2CCN2CCCCC2)cc1 (configuration not stated) the results were DT40 TDP1 no CPT 1% and TDP1 block 0%.
Cc1nc2ccccc2c2oc(C(=O)Nc3ccc(C(C)C)cc3)cc12 was read as DT40 TDP1 no CPT 21µM*, N370S GC 10% and TDP1 block 11%.
For Cn1nccc1C(=O)N(CCN1CCCCC1)CC1CCCN(C2CCCC2)C1 (configuration not stated) the results were DT40 TDP1 no CPT -5%, N370S GC -1% and TDP1 block 1%[56.1 µM].
`O=C(O)c1cn(-c2ccccc2)nc1-c1ccc(F)cc1` gave DT40 TDP1 no CPT 6%, N370S GC 3% and TDP1 block 6%.
`Cc1ccc(C(=O)NC(C)c2ccc(-n3ccnc3)cc2)cc1` (configuration not stated) gave DT40 TDP1 no CPT -12% and N370S GC 0%.
Cc1ccc(C)n1-c1ccc(C(=O)N2CCC(C(N)=O)CC2)cc1 was read as DT40 TDP1 no CPT inconclusive, N370S GC -1% and TDP1 block -4%.
COc1ccccc1S(=O)(=O)Nc1ccc(S(=O)(=O)Nc2nccs2)cc1 was read as DT40 TDP1 no CPT 25% and TDP1 block 1%.
`Cc1ccc(NC(=O)Cn2ccc(=O)[nH]c2=O)cc1` gave DT40 TDP1 no CPT 3%, N370S GC -1% and TDP1 block 7%.
For CC1(C)CC(=O)C(C(C2=C(O)CC(C)(C)CC2=O)c2ccc(O)c([N+](=O)[O-])c2)=C(O)C1 the results were DT40 TDP1 no CPT -10%, N370S GC -23% and TDP1 block 1%.
Screening O=c1[nH]nc(N/N=C/c2ccc(Cl)cc2Cl)c(=O)[nH]1 returned DT40 TDP1 no CPT inconclusive, N370S GC -7% and TDP1 block 1%.
For COc1cc2c(cc1OC)C(c1ccccc1[N+](=O)[O-])N(C(C)=O)CC2 (configuration not stated) the results were DT40 TDP1 no CPT 3% and N370S GC -3%.
CC(C)C(c1nnnn1C1CCCC1)N1CCCCC1 (configuration not stated) was read as DT40 TDP1 no CPT -13%, N370S GC 18% and TDP1 block 5%.
Screening COc1ccc(-c2nnc(SCc3cccnc3)o2)cc1 returned DT40 TDP1 no CPT -15%, N370S GC -7% and TDP1 block 7%.
COc1ccc(C(=O)COC(=O)C(CCSC)NC(=O)COc2ccccc2)c(OC)c1 (configuration not stated) was read as DT40 TDP1 no CPT -20%, N370S GC -5% and TDP1 block 1%.
O=C(NCc1cccnc1)Nc1ccccc1C(F)(F)F was read as DT40 TDP1 no CPT 17%, N370S GC -30% and TDP1 block 5%[56.1 µM].
CC(=O)c1ccc(N2C(=O)[C@@H]3C(C(=O)CCN4C(=O)c5ccccc5C4=O)=NN[C@@H]3C2=O)cc1 was read as DT40 TDP1 no CPT 4% and TDP1 block 3%.
`O=C(O)c1ccc([N+](=O)[O-])c(CS(=O)(=O)c2ccccc2)c1` gave DT40 TDP1 no CPT 3% and N370S GC -5%.
Screening COc1ccc2c(c1)OC[C@H]1[C@H]2N2C(=O)CN(Cc3ccc(Cl)cc3)C(=O)[C@@]2(C)[C@H]1c1ccccc1 returned DT40 TDP1 no CPT inconclusive and TDP1 block 1%.
Cc1ccc2cc3cc(C(=O)NCCCN4CCCCCC4)oc3nc2c1 was read as DT40 TDP1 no CPT inconclusive, N370S GC -2% and TDP1 block 1%.
CC(C)CCn1nnc2sc(-c3ccccc3)cc2c1=O was read as DT40 TDP1 no CPT -21% and TDP1 block 0%.
For COc1ccc(S(N)(=O)=O)cc1C(=O)NCC1(N2CCCCC2)CCCCC1 the results were DT40 TDP1 no CPT -6%, N370S GC -3% and TDP1 block -2%.
Screening Cc1nc(CNC(=O)C2CCC(=O)N(CCc3ccc(Cl)cc3)C2)sc1C (configuration not stated) returned DT40 TDP1 no CPT -13%, N370S GC 0% and TDP1 block 1%.
For O=C(COc1ccc(/C=N/NC(=O)c2cc3ccccc3o2)cc1Cl)Nc1ccccc1 the results were DT40 TDP1 no CPT 6.5µM*, N370S GC 1% and TDP1 block 4%.
`Cc1oc2c(c(C)cc3oc(=O)c(CC(=O)NCCCO)c(C)c32)c1C` gave DT40 TDP1 no CPT -30% and N370S GC -1%.
Screening c1ccc(-c2cc3ncccc3cn2)cc1 returned DT40 TDP1 no CPT inconclusive and TDP1 block 0%.
CCCCCOC(=O)C1C2C=CC3(CN(c4ccccc4C)C(=O)C13)O2 (configuration not stated) was read as DT40 TDP1 no CPT -5%, N370S GC 0% and TDP1 block 1%.

The list is partial; the hit share may differ from the screen's.
